High-throughput results from PubChem BioAssay.
Mito fusion act: mitochondrial division inhibition or fusion activation; S. cerevisiae fusion-defective mutant growth rescue, CellTiterGlo 48 h; Potency, µM (highest dose often 46.1 µM), for inactives: at the top dose growth rescue (activation), most hits filed as activators; hit rate 0.23% among 320,000;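 further: potency means the concentration at half of the fitted maximal effect; % of control where 0% means no effect; nearly all actives have a fitted effect of over 45% in size; temperature-sensitive fusion mutants such as fzo1-1 at 37 °C on non-fermentable ethanol glycerol medium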
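Compounds are tested for their ability to restore growth of mitochondrial fusion-defective yeast strains at non-permissive 37C in YPEG medium over 48 hours. Viability is quantified by luciferase luminescence.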
TSHR antagonist: blocks TSH signaling through the human TSH receptor; TSHR-expressing cells, TSH-stimulated cAMP HTRF, 2 h; stronger effect = lower value; activity change, negative = inhibition, % at 11.5 µM; hit rate 0.2% among 330,000; AID 504810;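 active means activity change below a set negative limit, meaning inhibition stronger than a set level, cut at about -70% in these data; inconclusive means activity change between two set negative limits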; further: on the % scale 0 is the no-effect control and ±100 the full control effect
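Competitive HTRF cAMP read-out (cryptate anti-cAMP antibody, cAMP-d2; 30 min, room temperature) in freshly harvested TSHR cells. Compounds added before TSH at EC80 (4nM final), followed by 2 hours' incubation at 37 deg C.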
PKM2 activator: increases activity of human pyruvate kinase M2; purified PKM2, Kinase-Glo ATP luminescence, activation; response scale: 0% is enzyme alone, no compound; Potency, µM (doses to about 57.5 µM), for the others: at the highest dose activation, most hits filed as activators; hit rate 0.34% among 260,000; further: potency means the concentration at half of the fitted maximal effect; on the % scale 0 is the no-effect control and ±100 the full control effect; nearly all actives have a fitted effect of over 55% in size
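Purified hPK-M2 (>95%) run at intermediate activity with 0.1 mM ADP and 0.5 mM PEP in 50 mM imidazole pH 7.2, KCl, MgCl2; 1 h room temperature. ATP formed read by Kinase-Glo luminescence; normalized to uninhibited and no-enzyme controls.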
MBNL1 CUG block: inhibitors of human MBNL1 binding to CUG repeat RNA; TR-FRET MBNL1-His/biotin-(CUG)12 binding, 665/545 ratio; hit rate 0.036% among 280,000; Potency, µM (titrated, usually from 57.5 µM), without a hit: at the top dose activity change, negative = inhibition, actives largely listed as inhibitors; active means well fitted inhibition curve with a large enough effect in the signal ratio, with a control signal flat, not every such curve was filed as active; inconclusive means small, poorly fitted or top-dose-only effect, or effect the other way, or a change in a side signal; inactive means no such curve, though single readings can be large or run the other way; the % refers to the signal ratio; further: potency means the concentration at half of the fitted maximal effect; on the % scale 0 is the no-effect control and ±100 the full control effect
Target sequence (Q9NR56 whole entry, looked up): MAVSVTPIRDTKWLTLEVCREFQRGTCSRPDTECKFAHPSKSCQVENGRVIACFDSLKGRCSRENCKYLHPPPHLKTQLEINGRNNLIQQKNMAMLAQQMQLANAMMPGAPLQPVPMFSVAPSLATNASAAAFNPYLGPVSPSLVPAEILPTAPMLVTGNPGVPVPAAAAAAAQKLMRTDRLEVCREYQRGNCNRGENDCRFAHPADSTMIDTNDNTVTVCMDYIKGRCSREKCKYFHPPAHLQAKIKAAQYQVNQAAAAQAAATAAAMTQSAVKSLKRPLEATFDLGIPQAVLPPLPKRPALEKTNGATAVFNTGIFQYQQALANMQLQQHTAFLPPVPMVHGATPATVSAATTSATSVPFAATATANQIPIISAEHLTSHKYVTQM
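Inhibition of protein-RNA binding appears as loss of TR-FRET between terbium anti-His antibody on MBNL1-His and streptavidin-XL665 on biotin-(CUG)12. Activity is normalized to buffer-only and uninhibited-complex controls.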
Eya2 phos inh: blocks the phosphatase activity of human Eya2; hit rate 0.006% among 330,000; Potency, µM (highest dose often 76.9 µM), for the others: at the top dose activity, negative = inhibition, usual class: inhibitors; recombinant Eya2, OMFP fluorescence dephosphorylation (OMFP is methylfluorescein phosphate); AID 488837; further: potency means the concentration at half of the fitted maximal effect; on the % scale 0 is the no-effect control and ±100 the full control effect
Target sequence (O00167 whole entry, looked up): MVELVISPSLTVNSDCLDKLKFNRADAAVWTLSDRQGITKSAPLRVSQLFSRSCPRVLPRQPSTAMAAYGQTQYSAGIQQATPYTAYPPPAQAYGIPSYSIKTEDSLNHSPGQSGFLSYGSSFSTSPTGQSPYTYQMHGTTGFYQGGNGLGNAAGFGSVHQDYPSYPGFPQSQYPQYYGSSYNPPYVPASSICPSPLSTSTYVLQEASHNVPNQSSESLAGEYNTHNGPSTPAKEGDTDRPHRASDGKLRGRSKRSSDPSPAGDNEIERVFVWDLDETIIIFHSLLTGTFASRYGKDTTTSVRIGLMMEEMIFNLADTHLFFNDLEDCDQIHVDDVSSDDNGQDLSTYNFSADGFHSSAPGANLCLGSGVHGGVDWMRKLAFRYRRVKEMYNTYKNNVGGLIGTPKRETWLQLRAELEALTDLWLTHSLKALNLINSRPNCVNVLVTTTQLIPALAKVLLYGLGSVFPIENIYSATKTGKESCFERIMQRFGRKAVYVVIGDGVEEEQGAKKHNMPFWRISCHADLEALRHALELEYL
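Eya2 (0.2 uM) preincubated 10 min at ambient with compound, then OMFP substrate added at 50 uM; 10 min reaction in 50 mM HEPES pH 7.5, 50 mM NaCl, 5 uM MgCl2, 0.05% BSA, 1 mM DTT. Fluorescence read at Ex 485/Em 525 nm.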
USP2a block: USP2a (human) protease inhibition. AID 463254. O75604. Potency, µM (titrated, usually from 38.3 µM), for the others: at the highest dose activity change, negative = inhibition, most hits filed as inhibitors. hit rate 0.01% among 330,000. USP2 core, Ub-CHOP2 coupled fluorogenic reporter, 485/531;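 further: potency means the concentration at half of the fitted maximal effect; plate controls were DMSO wells for no effect and full inhibition by NEM control for full effect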
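Deubiquitinase activity read as fluorescence (485/531 nm) after Ub-CHOP2 cleavage activates the enterokinase reporter on its substrate; USP2 core 10nM, Ub-CHOP2 and substrate 25nM each, 30min compound preincubation then 60min RT; data normalized to NEM, curves fitted.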
Chronic BCR inh: chronic active BCR signaling inhibition; ABC-DLBCL IkBa-CBG/CBR reporter, luminescence ratio, 4 h; Potency, µM (top dose mostly 46.1 µM), inactives show at the top dose ratio change, negative = lower green/red ratio, usual class: inhibitors; hit rate 0.05% among 340,000; active means well fitted inhibition curve with a large enough effect in the signal ratio, with a control signal flat, not every such curve was filed as active; inconclusive means small, poorly fitted or top-dose-only effect, or effect the other way, or a change in a side signal; the % refers to the signal ratio;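 further: potency means the concentration at half of the fitted maximal effect; plate controls were basal doxycycline-induced cells for no effect and cells given 10 µM MG132 for full effect; MG132 reads +100%, hits lower the ratio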
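Cell line TMD8 (human ABC DLBCL), stably expressing tet-inducible CBG68-IkBa fusion and CBR; IMDM/0.5% FBS; cpd up to 46 uM; dox induction, 4 h, 37C/5% CO2; dual luminescence; green/red ratio; MG132 control.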
GALK inh: galactokinase (human) inhibition. P51570. Purified GALK, Kinase-Glo residual ATP luminescence. Potency, µM (series often up to 57.5 µM), inactives show top-dose activity change, negative = inhibition, usual class: inhibitors. hit rate 0.007% among 270,000. AID 1868; further: potency means the concentration at half of the fitted maximal effect; on the % scale 0 is the no-effect control and ±100 the full control effect
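ATP-depletion format; final 35 uM ATP, 100 uM D-galactose, 5 nM enzyme; pH 8.0 HEPES/Mg2+ buffer; 60 min RT; luminescence read 10 min after detection reagent.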
ASM inhibitor: human S-ASM enzyme inhibition | hit rate 0.006% among 340,000 | Potency, µM (series often up to 57.5 µM), for inactives: top-dose activity change, negative = inhibition, hits mostly inhibitors | AID 504937 | placental ASM, HMU-PC fluorogenic substrate, 60 min | P17405; further: potency means the concentration at half of the fitted maximal effect
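qHTS format. ASM enzyme prepared from human placenta hydrolyses the fluorogenic substrate HMU-PC0 (9 uM final) over 60 min at 37 °C after a 10 min compound preincubation.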
Menin MLL FP TR: displaces Texas Red mutant MLL peptide from human menin; Potency, µM (highest dose often 61.6 µM), inactives show at the top dose FP activity change, negative = inhibition, actives largely listed as inhibitors; O00255; Menin + Texas Red MLL mutant peptide, fluorescence polarization; AID 1768; hit rate 0.23% among 270,000; active means well fitted inhibition curve with a large enough effect in the polarisation, with a control signal flat, not every such curve was filed as active; inconclusive means small, poorly fitted or top-dose-only effect, or effect the other way, or a change in a side signal; inactive means no such curve, though single readings can be large or run the other way; the % refers to the polarisation; further: potency means the concentration at half of the fitted maximal effect; % of control where 0% means no effect; many of its hits are not listed in these tables
KCNH2 WT inh: blocks the wildtype human KCNH2 potassium channel | Q12809 | U2OS, BacMam KCNH2, thallium flux FluxOr; stronger effect = lower value | activity change, % at 1.84 µM | hit rate 0.37% among 340,000 | AID 720551;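 active means maximum activity change below -70%; inconclusive means maximum activity change between -70% and -50%; inactive means maximum activity change above -50%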; further: on the % scale 0 is the no-effect control and ±100 the full control effect
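U2OS cells transduced with wild-type KCNH2 virus are loaded with FluxOr dye for 45 min, and thallium flux is measured in kinetic reads before and after stimulation buffer. Rate constants are normalized to DMSO controls.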
Starred values were filed as active, the others as inactive; i = inactive; u = inconclusive; x = no result given; [ ] = another dose, or the depositor's remark. Unless noted, the call rests on the fitted dose curve; in most records, active means well fitted curve in the direction sought with a large enough effect; inconclusive means small, poorly fitted or top-dose-only effect, or another doubt; inactive means no such curve, though single readings can be large; an effect the other way counts as inactive or inconclusive.

SMILES	Mito fusion act	TSHR antagonist	PKM2 activator	MBNL1 CUG block	Eya2 phos inh	USP2a block	Chronic BCR inh	GALK inh	ASM inhibitor	Menin MLL FP TR	KCNH2 WT inh
Cc1cc(-c2nc3ccccc3c(=O)o2)ccc1[N+](=O)[O-]	-8%	57	0%	u	0%	1%	1%	-6%	-1%	u	-3
CC(=O)c1ccc(OC(=O)/C=C/c2ccccc2)cc1	0%	-9	0%	12%	-18%	6%	0%	-2%	4%	8%	0
Cc1ccccc1NC(=S)NC12CN3CN(CN(C3)C1)C2	3%	10	0%	-7%	12%	-1%	1%	-1%	0%	2%	-7
COCCN(C(=O)CSc1nc(-c2ccccc2)cn1N)c1c(N)n(Cc2ccccc2)c(=O)[nH]c1=O	-2%	-6	x	x	-25%	2%	-12%	x	4%	x	-12
O=C1N=C(N2CCCCC2)S/C1=C/C1=Cc2ccccc2OC1	-3%	-4	1%	u	-4%	1%	u	7%	4%	1%	-3
Cc1cc(-c2sccc2C)nc(-n2cccc2)n1	-1%	-4	2%	9%	-4%	0%	u	0%	-10%	6%	3
COc1ccc(Cc2nnc(NC(=O)CS(=O)(=O)c3ccc(C)cc3)s2)cc1OC	-4%	-16	2%	4%	6%	2%	12%	-2%	1%	-9%	1
COc1ccccc1NC(=S)NNC(=O)c1nn(C)cc1Cl	-1%	-11	-5%	-4%	9%	-9%	u	-2%	4%	u	-10
COC(=O)c1sccc1NC(=O)Nc1ccc(C)c(C)c1	0%	-10	-28%	1%	-2%	-1%	u	8%	-11%	x	-14
COc1ccc(OC)c(NC(=O)NNC(=O)COc2ccc(F)cc2F)c1	-1%	18	-1%	4%	1%	-2%	1%	-4%	2%	-1%	-19
COc1ccc(C2(CNC(=O)c3ccc(N)cc3)CCCC2)cc1	-3%	20	-3%	-1%	6%	1%	u	-5%	-2%	-8%	10
COc1cccc(C(=O)NC(C)c2ccc(Br)cc2)c1 (stereo not drawn)	18%	3	-5%	-21%	0%	1%	-1%	2%	-1%	1%	-16
COc1cc(C2C(C#N)=C(N)N(Nc3ccccc3)C3=C2C(=O)CC(C)(C)C3)ccc1OCc1ccccc1 (stereo not drawn)	3%	-4	0%	2%	-34%	4%	u	-4%	91%[activator]	-18%	-1
Cc1ccc2ccc3cccc4ccc1c2c34	16%	1	x	x	7%	2%	u	x	0%	x	-3
CS(=O)(=O)N(CC(=O)NCc1ccncc1)c1ccc(F)c(Cl)c1	1%	0	4%	-4%	1%	0%	7%	-2%	7%	12%	12
CCOc1ccc(CCNc2nc3c(c(=O)n(C)c(=O)n3C)n2CC)cc1OCC	-3%	-6	3%	-3%	-17%	0%	u	-2%	-2%	0%	1
O=[N+]([O-])c1ccc(-c2nnc(CNC3CCCC3)o2)cc1	-4%	-1	-1%	x	-10%	-7%	-14%	1%	-1%	u	-5
CCN(CC)C(=O)Cn1nc(-c2ccc(Cl)cc2)c2ccccc2c1=O	16%	-3	x	-2%	8%	-1%	u	4%	0%	u	-4
C=CCOc1ccc(CNn2cn[nH]c2=S)cc1OC	-5%	5	4%	-8%	-1%	-1%	u	0%	4%	10%	-10
COc1ccc(S(=O)(=O)N(CCC(N)=O)Cc2ccco2)cc1OC	0%	-5	-5%	x	4%	1%	-4%	-2%	7%	x	19
CCc1c(C)nc(N)nc1OCC(F)(F)C(F)F	4%	0	1%	-6%	-6%	0%	-2%	5%	-2%	1%	-9
Cc1ccc2[nH]c3c(c2c1)CCCC3NC(=O)CCl (stereo not drawn)	0%	-2	5%	-4%	9%	-1%	-21%	4%	-2%	18%	21
O=C(NCc1cccs1)Nc1cccs1	1%	13	u	0%	-20%	0%	u	-1%	1%	u	8
CCOC(=O)c1ccc(N2C(=O)CC(N3CCN(C/C=C/c4ccccc4)CC3)C2=O)cc1 (stereo not drawn)	0%	-2	-1%	-7%	-5%	1%	-10%	0%	-4%	-20%	-84*
CC(C)C(NS(=O)(=O)c1ccccc1)C(=O)OCC(=O)NNC(=O)c1ccccc1 (stereo not drawn)	-5%	0	x	x	26%	0%	u	x	-1%	x	-10

Profiles as entered above. Order of screens: Mito fusion act | TSHR antagonist | PKM2 activator | MBNL1 CUG block | Eya2 phos inh | USP2a block | Chronic BCR inh | GALK inh | ASM inhibitor | Menin MLL FP TR | KCNH2 WT inh
COc1ccc(OC)c(NC(=O)NNC(=O)COc2ccc(F)cc2F)c1 reads -1% | 18 | -1% | 4% | 1% | -2% | 1% | -4% | 2% | -1% | -19
COC(=O)c1sccc1NC(=O)Nc1ccc(C)c(C)c1 reads 0% | -10 | -28% | 1% | -2% | -1% | u | 8% | -11% | x | -14
Cc1ccc2[nH]c3c(c2c1)CCCC3NC(=O)CCl (stereo not drawn) reads 0% | -2 | 5% | -4% | 9% | -1% | -21% | 4% | -2% | 18% | 21
O=[N+]([O-])c1ccc(-c2nnc(CNC3CCCC3)o2)cc1 reads -4% | -1 | -1% | x | -10% | -7% | -14% | 1% | -1% | u | -5
Cc1cc(-c2nc3ccccc3c(=O)o2)ccc1[N+](=O)[O-] reads -8% | 57 | 0% | u | 0% | 1% | 1% | -6% | -1% | u | -3

Following part.
SMILES	Mito fusion act	TSHR antagonist	PKM2 activator	MBNL1 CUG block	Eya2 phos inh	USP2a block	Chronic BCR inh	GALK inh	ASM inhibitor	Menin MLL FP TR	KCNH2 WT inh
COc1ccc2c(c1)c(=O)oc1cc(OCC(=O)N3CCc4ccccc4C3)ccc12	-5%	-18	11%	4%	14%	-1%	u	-3%	79%[activator]	8%	1
COc1ccc(OCCC(=O)OCC(=O)NCCc2ccccc2)cc1	-2%	-5	1%	2%	3%	0%	-2%	-1%	-1%	-2%	1
CN(C)S(=O)(=O)n1cnc2ccccc21	3%	-4	-3%	3%	-21%	1%	-3%	-3%	-1%	-11%	6
COc1ccccc1NC(=O)c1ccc(NC(=O)c2ccco2)cc1	14%	-4	x	5%	5%	-2%	-7%	4%	-5%	38%[activator]	5
COc1ccc(CN2C(=NC(=O)C3CCCO3)SC3CS(=O)(=O)CC32)cc1OC (stereo not drawn)	11%	18	x	0%	-1%	4%	2%	-2%	5%	x	2
Cc1ccc(S(=O)(=O)N2CCC(C(=O)NCCc3ccc(S(N)(=O)=O)cc3)CC2)cc1	0%	1	-3%	-9%	-2%	1%	-1%	4%	0%	-1%	-4
O=C(NCCN1CCCCC1)Nc1ccccc1F	1%	-30	-2%	-10%	1%	-1%	-3%	-4%	-1%	u	3
CCOC(=O)N1CCN(C(=O)C2CCN(S(=O)(=O)N3CCCC3)CC2)CC1	0%	28	-7%	4%	-4%	-1%	1%	0%	-1%	8%	5
C=CCNCCOCCSc1ccc(Cl)cc1	-4%	1	-6%	3%	-3%	2%	0%	4%	x	-5%	9
Cc1nc(NC(=O)CSc2nc3ccccc3s2)sc1C(=O)N(C)C	-4%	13	-1%	5%	3%	2%	u	-1%	2%	-1%	-1
O=C(COc1ccc2ccccc2c1)N[C@@H](C(=O)O)c1ccc(O)cc1	15%	17	x	-4%	14%	4%	0%	0%	-1%	2%	3
Cc1cc2nc(N3C(=O)CNC3=S)sc2cc1C	u	1	-9%	39%[activator]	-3%	1%	u	2%	2%	-11%	i
NC(=O)C1CCN(C(=O)/C(=C/c2ccco2)NC(=O)c2ccccc2)CC1	u	14	x	3%	8%	1%	4%	0%	6%	2%	1
O=C(CSc1nccn1Cc1ccccc1)NCc1ccccc1	-2%	4	-1%	1%	-2%	8%	u	1%	3%	-2%	-20

Look-ups from the results shown.
`O=C(NCc1cccs1)Nc1cccs1` in ASM inhibitor → 1%
`CCc1c(C)nc(N)nc1OCC(F)(F)C(F)F` in Mito fusion act → 4%
`Cc1cc(-c2nc3ccccc3c(=O)o2)ccc1[N+](=O)[O-]` in Mito fusion act → -8%

Not all compounds are listed (hit frequency here may not be typical).
